E coli WT exp: growth inhibitors of E. coli BW25113 wild type; OD600 absorbance; growth inhibition, % at 100 µM; actives 0.15% (n = 98,000); AID 710;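 active means growth inhibition above about 50% at one test dose, limit read from the data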;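 further: growth measured after 20 h incubation at 37 °C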
ERb SRC1 inh: blocks coactivator binding to human estrogen receptor beta. TR-FRET ER-beta LBD / SRC1-Cy5 peptide binding; receptor agonist-loaded with 1 µM estradiol. Q92731. inhibition, % at 25.6 µM. actives 1.3% (n = 86,000);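 active means compounds whose percent inhibition of the receptor-coactivator binding signal exceeds about 50% in the single-dose screen, limit read from the data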;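 further: 0% = receptor plus peptide wells without compound and 100% = peptide-only wells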
Mac1 fbg inh: inhibitors of human CD11b/CD18 binding to fibrinogen; P05107+P11215; K562 CD11b/CD18 adhesion to fibrinogen, ATPlite luminescence; Mn2+ added to activate the integrin; inhibition, % at 10 µM; actives 0.54% (n = 93,000); AID 1497;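 active means primary inhibition of 50% or more at 10 µM, then 40% or more on retest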; further: some results filed as inactive read as strong as hits
Target sequence (P05107 whole entry, looked up, other chains not shown): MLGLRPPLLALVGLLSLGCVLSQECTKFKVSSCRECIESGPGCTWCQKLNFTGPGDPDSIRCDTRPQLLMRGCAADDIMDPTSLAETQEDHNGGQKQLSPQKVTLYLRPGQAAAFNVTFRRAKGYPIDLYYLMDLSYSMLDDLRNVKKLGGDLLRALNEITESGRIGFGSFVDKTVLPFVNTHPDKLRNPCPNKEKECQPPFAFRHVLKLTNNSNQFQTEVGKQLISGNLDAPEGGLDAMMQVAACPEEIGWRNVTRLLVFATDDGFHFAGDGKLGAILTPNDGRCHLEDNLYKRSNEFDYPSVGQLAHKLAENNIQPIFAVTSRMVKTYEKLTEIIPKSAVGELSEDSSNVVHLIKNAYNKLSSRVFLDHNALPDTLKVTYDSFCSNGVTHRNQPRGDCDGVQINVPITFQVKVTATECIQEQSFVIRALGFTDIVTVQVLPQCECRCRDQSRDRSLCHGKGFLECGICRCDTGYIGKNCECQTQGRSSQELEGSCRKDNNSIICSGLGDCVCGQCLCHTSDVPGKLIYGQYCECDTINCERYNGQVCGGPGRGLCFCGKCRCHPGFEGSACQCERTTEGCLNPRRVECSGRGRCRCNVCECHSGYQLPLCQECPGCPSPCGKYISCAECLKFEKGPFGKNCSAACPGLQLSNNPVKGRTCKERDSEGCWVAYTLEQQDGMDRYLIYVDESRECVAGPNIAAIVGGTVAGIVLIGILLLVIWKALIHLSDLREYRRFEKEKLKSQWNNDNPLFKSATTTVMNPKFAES
ERa SRC1 inh: blocks coactivator binding to human estrogen receptor alpha. P03372. TR-FRET ER-alpha LBD / SRC-1 peptide, estradiol-bound. inhibition, % at 25.6 µM. actives 1.7% (n = 86,000); in the data active means inhibition above about 50%;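 further: 0% = receptor plus peptide control and 100% = peptide only without receptor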
ERa coact pot: ER-alpha (human) coactivator binding potentiation | TR-FRET ERalpha-LBD/SRC-Cy5 coactivator binding, 2 h; 100 = basal binding, no effect | coactivator binding (% of control), % at 25.6 µM | actives 1.3% (n = 86,000); in the data active means activity above about 200%;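 further: binding measured in presence of low estradiol as agonist stimulus; 0% = peptide alone without receptor and 100% = receptor with peptide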
CD11b adhes enh: increases human CD11b/CD18 adhesion to fibrinogen | P05107+P11215 | K562 CD11b/CD18 adhesion to fibrinogen, ATPlite luminescence | activation, % at 10 µM | actives 0.07% (n = 93,000);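 active means 10 µM primary screen giving 50% or more activity, confirmed by 40% or more on retest at that dose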; further: strong numbers were not always called active; reference of the scale not given here
FAK inh: FAK (human) kinase inhibition; Q05397; biochemical FAK kinase activity assay; inhibition, %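 (tested at 7 µM)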; actives 0.84% (n = 97,000); in the data active means inhibition above about 19%;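 further: 0% = DMSO and 100% = reference compound high control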
PLAP activator: activators of human placental alkaline phosphatase; AID 696; actives 1.2% (n = 96,000); activation fold at 20 µM; P05187; purified PLAP enzyme, luminescent substrate read-out; hits give high values; in the data active means activation fold above about 2
MT1-MMP txn act: MT1-MMP promoter transcription activation | HT1080 MT1-MMP promoter luciferase reporter, luminescence, overnight; hits give high values | activation factor at 10 µM | actives 0.16% (n = 86,000) | AID 750;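 active means activation factor of at least 2 for MT1-MMP transcription at 10 µM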
* = called active by the depositor; x = not tested or not shown; [ ] = dose if it differs, or a comment.

Under each structure – ERb SRC1 inh	FAK inh	ERa coact pot	CD11b adhes enh	E coli WT exp	ERa SRC1 inh	Mac1 fbg inh	MT1-MMP txn act	PLAP activator
1	Cc1ccc(S(=O)(=O)N2CCOCC2)cc1C(=O)NCc1ccc2c(c1)OCO2
→ -6	4	89	-2	-1	-3	4	1.1	1.3
2	N=c1n(CCN2CCOCC2)c2ccccc2n1CC(=O)c1ccc(Cl)c(Cl)c1
→ 0[fluorescence artefact?]	95*	92	1	-3	-8	23	1.4	1.5
3	CCn1c(CNC(=O)c2ccc(OC)cc2)nnc1SCC(=O)c1ccccc1
→ -7	2	104	1	4	-19	1	1.2	1.2
4	CCn1c(CSc2nccn2C)nc2cc(C(=O)O)ccc21
→ 4	8	98	-3	-1	-7	11	1.1	1.5
5	COC(=O)CN(c1ccc(C(C)C)cc1)S(=O)(=O)c1c(C)[nH]c(=O)[nH]c1=O
→ -2	-2	96	-2	2	1	-15	1.2	1.2
6	COc1ccccc1NS(=O)(=O)c1cc(C(=O)NCCN2CCOCC2)ccc1Cl
→ -1[fluorescence artefact?]	3	115	-4	1	8[fluorescence artefact?]	-1	1.2	1.1
7	CC1(C)C(C=C(Cl)Cl)C1C(=O)N1CCN(c2ccccc2)CC1 (stereo unspecified)
→ -1	-1	97	34	-12	1	-13	1	0.9
8	COc1ccc(Cc2nnc(SCC(=O)NC3CCCC3)o2)cc1
→ 25	1	124	x	x	14	x	1.2	x
9	COc1ccc(C(C)=O)cc1CN1C(=O)NC2(CCCCC2)C1=O
→ -8	1	132	-3	-5	-1	3	x	1
10	COc1c(N)c2ccccc2[nH]c1=O
→ 0	x	102	-1	4	3	2	1.2	0.9
11	Cc1ccc(C)n1Cc1ccc(C(=O)O)cc1
→ 35	78*	37	-8	2	31	1	1	1.5
12	CC(c1ccco1)N(C(=O)c1ccc(S(=O)(=O)N2CCCCC2)cc1)c1ccccn1 (stereo unspecified)
→ -27	-2	99	-4	1	-35	2	1.2	1.5
13	CCOC(=O)C1=C(N)OC2=C(C(=O)CCC2)C1c1ccc(C)s1 (stereo unspecified)
→ -3	x	102	6	2	2	9	1.2	1.2
14	c1cc2c(cc1C1=Nn3c(nnc3C3CCCCC3)SC1)OCO2
→ 5	3	91	-3	7	10	-16	1	1
15	COc1cc2ccccc2cc1C(=O)Nc1ccc(S(=O)(=O)Nc2cc(C)on2)cc1
→ x	-6	x	-2	-2	x	16	x	1.3
16	Cc1sc2ncnc(Sc3nnc4sc5ccccc5n34)c2c1C
→ -3	x	133[fluorescence artefact?]	x	x	-10	x	1.1	x
17	O=C(c1ccco1)N1CCN(CC(=O)N2CCCc3c2c(=O)oc2ccc(O)cc32)CC1
→ -11	-1	37	-2	-2	-2	-11	0.9	1.1
18	CCOC(=O)Nc1ccc2c(c1)N(C(=O)CN1CCN(C)CC1)c1ccccc1S2
→ x	2	x	-4	5	x	-1	1.1	1.7
19	CC(C)N1C(=O)CCC1C(=O)N1CCC(Cc2ccccc2)CC1 (stereo unspecified)
→ -5	x	126	x	x	-2	x	1.1	x
20	Cc1cc(C)c2nc3s/c(=C/c4ccc5c(c4)n(C)c(=O)n5C)c(=O)n3c2c1
→ x	x	x	63	4	x	-3	x	1.2

From no. 12 as far as 20, copied from above:
Under each structure – ERb SRC1 inh	FAK inh	ERa coact pot	CD11b adhes enh	E coli WT exp	ERa SRC1 inh	Mac1 fbg inh	MT1-MMP txn act	PLAP activator
12	CC(c1ccco1)N(C(=O)c1ccc(S(=O)(=O)N2CCCCC2)cc1)c1ccccn1 (stereo unspecified)
→ -27	-2	99	-4	1	-35	2	1.2	1.5
13	CCOC(=O)C1=C(N)OC2=C(C(=O)CCC2)C1c1ccc(C)s1 (stereo unspecified)
→ -3	x	102	6	2	2	9	1.2	1.2
14	c1cc2c(cc1C1=Nn3c(nnc3C3CCCCC3)SC1)OCO2
→ 5	3	91	-3	7	10	-16	1	1
15	COc1cc2ccccc2cc1C(=O)Nc1ccc(S(=O)(=O)Nc2cc(C)on2)cc1
→ x	-6	x	-2	-2	x	16	x	1.3
16	Cc1sc2ncnc(Sc3nnc4sc5ccccc5n34)c2c1C
→ -3	x	133[fluorescence artefact?]	x	x	-10	x	1.1	x
17	O=C(c1ccco1)N1CCN(CC(=O)N2CCCc3c2c(=O)oc2ccc(O)cc32)CC1
→ -11	-1	37	-2	-2	-2	-11	0.9	1.1
18	CCOC(=O)Nc1ccc2c(c1)N(C(=O)CN1CCN(C)CC1)c1ccccc1S2
→ x	2	x	-4	5	x	-1	1.1	1.7
19	CC(C)N1C(=O)CCC1C(=O)N1CCC(Cc2ccccc2)CC1 (stereo unspecified)
→ -5	x	126	x	x	-2	x	1.1	x
20	Cc1cc(C)c2nc3s/c(=C/c4ccc5c(c4)n(C)c(=O)n5C)c(=O)n3c2c1
→ x	x	x	63	4	x	-3	x	1.2

Next section
Under each structure – ERb SRC1 inh	FAK inh	ERa coact pot	CD11b adhes enh	E coli WT exp	ERa SRC1 inh	Mac1 fbg inh	MT1-MMP txn act	PLAP activator
21	Cc1cc(C)n(S(=O)(=O)c2cccc(Cl)c2Cl)n1
→ -4	-2	130[fluorescence artefact?]	3	x	-7	3	1.2	0.9
22	Cn1cccc1Cc1nnc(SCC(=O)N2CCc3ccccc32)n1CCc1ccccc1
→ -5	x	125	-1	-14	1	7	1.1	1.5
23	CC1CN(S(=O)(=O)c2cn(C)c(=O)n(C)c2=O)CC(C)O1 (stereo unspecified)
→ -15	0	121	7	2	-2	-13	1	1
24	CCCN(Cc1cc2cc(C)ccc2[nH]c1=O)C(=O)c1cccc(OC)c1
→ -7	-1	83[fluorescence artefact?]	-6	5	-1	-1	1.2	1.5
25	CCn1c(C)nc2cc(C(=O)NNS(=O)(=O)c3ccc(C)cc3C)ccc21
→ -6	0	90	-5	4	-5	4	x	1
26	COc1ccccc1N1CCN(C(=O)CCc2ccc(S(=O)(=O)NC(C)C)cc2)CC1
→ -4	-1	109	1	9	-2	12	1.2	1.8
27	CC(C)Cn1c(N)c(C(=O)NCC2CCCO2)c2nc3ccccc3nc21 (stereo unspecified)
→ -4	17	56[fluorescence artefact?]	-3	11	4	13	1	2*
28	[O-][n+]1onc2c3cc(-c4ccccc4)nnc3ccc21
→ -7	5	97	-2	2	8	-6	1.3	1.1
29	COc1ccc(C(=O)NCC2OCCc3ccccc32)cc1 (stereo unspecified)
→ -11	2	102	x	3	-9	x	1.2	1.3
30	COc1cccc(C(=O)Nc2c(F)c(F)c(F)c(F)c2F)c1
→ -3	-1	113[fluorescence artefact?]	-2	2	-14	9	1	0.9
31	Cc1ccc2nc(SCC(=O)NC(=O)NCc3ccco3)[nH]c2c1
→ 25	x	87	1	4	33	-5	1.1	2*
32	Cc1ccc(S(=O)(=O)c2c(C)nn(C(C)(C)C)c2OC(=O)C2CCCC2)cc1
→ -8	2	118	3	-8	-26	13	1.1	1.1
33	CCn1cc(SCC(N)=O)c2ccccc21
→ -5	x	110	-1	1	-7	-46	1	1.3
34	COc1ccc(NC(=O)C2CCC(N3C(=O)C4C5C=CC(C5)C4C3=O)CC2)cc1 (stereo unspecified)
→ 1	1	120	-1	2	-2	-3	1	0.9
35	CC(=O)Nc1nc2n(n1)C(c1ccc(Cl)cc1)C=C(C)N2 (stereo unspecified)
→ 7	0	98	0	-2	9	-16	1.1	1.6
36	O=C(NCc1cccs1)c1nn2cccnc2c1Cl
→ -1	1	108	2	1	-2	-13	1.1	0.7
37	Cc1ccc(Cl)cc1Nc1nc(-c2sc(NC(=O)C(C)(C)C)nc2C)cs1
→ x	3	x	11	1	x	-7	x	1
38	Cc1sc(NC(=O)c2cccs2)c(C(=O)OC(C)C)c1C
→ 6	0	189	x	x	9	x	1.1	x
39	CCCCOc1ccc(C(=O)Nc2ccc(N3CCN(C(C)=O)CC3)cc2)cc1
→ -1	2	111[fluorescence artefact?]	-3	-22	-7	-6	1.1	0.9
40	CCc1c(C)sc(NC(=O)c2ccco2)c1C(=O)N1CCOCC1
→ -12	-1	111	-2	-3	-4	-12	1.1	1.1
41	Cc1cc(NCCCn2ccnc2)n2ncc(-c3ccccc3)c2n1
→ -6	1	116	-3	11	-5	50*	0.2	2.3*
42	Cc1ccc(NC(=O)CN2C(=O)C(C)Oc3ccccc32)nc1 (stereo unspecified)
→ 5[fluorescence artefact?]	-4	91[fluorescence artefact?]	-4	-2	-2[fluorescence artefact?]	-5	1.1	0.8
43	CNC(=O)c1ccc(Oc2ccc(C(=O)NC)cc2)cc1
→ -1	-1	118	-1	4	-5	22	1.1	1.1
44	CCn1c(C)nc2cc(S(=O)(=O)C(F)(F)C(F)C(F)(F)F)ccc21 (stereo unspecified)
→ 6	x	98	-2	-3	13	13	1.2	0.9
45	Cc1nc2ccccc2n1CCC(=O)Nc1cccc(F)c1
→ -24	2	99	0	13	-16	1	1.5	0.9
46	COc1cccc(S(=O)(=O)NCc2ccc(C(=O)Nc3ccc(C)cc3)cc2)c1
→ x	-1	x	-4	-2	x	-2	x	0.9
47	COc1cccc(/C=C2/SC(=O)N(CC(=O)N3CCc4ccccc4C3)C2=O)c1OCC(=O)O
→ x	-5	x	-1	-2	x	-14	x	1.8
48	COc1ccc2c(CC(=O)N3CCN(S(=O)(=O)c4cccs4)CC3)coc2c1
→ 5	-1	122	0	0	1	-2	1.1	1.2
49	CC1(C)Oc2ccc(NC(=O)c3ccco3)cc2O1
→ -13	1	112	x	8	-6	x	1	1
50	NS(=O)(=O)c1ccc(NC(=O)CSc2nnc(Cc3cccs3)n2-c2ccccc2)cc1
→ 1	4	123	2	-1	1[fluorescence artefact?]	x	1	1.2
51	COc1cccc2cc(-c3csc(CCn4nc(C)cc4C)n3)c(=O)oc12
→ 0	-4	103[fluorescence artefact?]	8	-9	2[fluorescence artefact?]	-4	1.4	1.1
52	NC(=O)CC12CC3CC(C1)CC(CC(N)=O)(C3)C2
→ 4	-1	104[fluorescence artefact?]	1	4	2	-8	x	0.8
53	COc1cc(C2CC(=O)c3cnc(N)nc3C2)cc(OC)c1OC (stereo unspecified)
→ -2	0	110	-4	2	-7	-4	1.3	1
54	COC(=O)C(CCSC)NC(=O)C12CC3CC(CC(C3)C1)C2 (stereo unspecified)
→ -4	1	116	0	-11	-4	-37	1.1	0.9
55	O=C(Nc1ccc2c(c1)OCO2)C(c1ccccc1)N1CCN(C(=O)c2ccco2)CC1 (stereo unspecified)
→ 1	x	106	-4	4	3[fluorescence artefact?]	5	1	1.9
56	c1ccc(Nc2nc(-c3ccncc3)cs2)cc1
→ 4	9	99	x	x	3	x	1.7	x
